Cardiac RTF inh: cardiac RTF calcium sensitivity inhibitors, primary screen, biochemical, IANBD-TnC fluorescence, EC70 calcium. AID 493244, 2011. IANBD-labeled cardiac RTF, Ca2+ fluorescence. 0.12% of 340,000 active. Troponin I, cardiac muscle (Homo sapiens) + Troponin T, cardiac muscle (Homo sapiens) + …. inhibition, % at 7.15 µM;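 active means inhibition above the mean inhibition of all tested compounds plus 3 SD, cut at about 17% in these data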;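 further: assay run at fixed EC70 calcium of 1.6 mM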
V-ATPase pHluor: regulators of yeast V-ATPase proton pumping, primary screen, pHLuorin cytosolic pH fluorescence. S. cerevisiae. response, % at 10 µM. 0.37% of 350,000 active. AID 504577, 2011; in the data active means response mostly above about 7.3%, no sharp cut-off; inactive means mostly below about 5.4%; further: actives read high; inactives centre near 0; some compounds called inactive have numbers as strong as hits; reference of the scale not given here
HTR5A inv ag: HTR5A inverse agonists in luminescence cell assay, primary screen, counter-screen for OPRM1-OPRD1 heterodimer inverse agonist project, full-deck HTS; HTR5A cell line, inverse agonism; inhibition, % at 9.3 µM; 0.083% of 340,000 active; in the data active means inhibition mostly above about 23%, no sharp cut-off; inactive means mostly below about 18%;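 further: 0% = cells with DMSO and 100% = no-cell wells with DMSO; some compounds called inactive have numbers as strong as hits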
Target sequence (P47898 whole entry, looked up): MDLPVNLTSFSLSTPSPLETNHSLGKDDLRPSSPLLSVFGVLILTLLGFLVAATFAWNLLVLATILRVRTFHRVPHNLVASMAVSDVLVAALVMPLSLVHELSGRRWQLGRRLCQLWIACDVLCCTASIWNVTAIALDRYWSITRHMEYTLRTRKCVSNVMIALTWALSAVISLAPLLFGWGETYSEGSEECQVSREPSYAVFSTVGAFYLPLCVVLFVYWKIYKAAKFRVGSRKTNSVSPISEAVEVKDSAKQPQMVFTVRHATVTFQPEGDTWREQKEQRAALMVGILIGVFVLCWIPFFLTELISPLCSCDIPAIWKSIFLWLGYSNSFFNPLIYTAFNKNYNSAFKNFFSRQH
MOR-DOR inv ag: inverse agonists of MOR-DOR heterodimerization, primary screen, cell-based, luminescence. cell-based MOR-DOR heterodimer luminescence, inverse agonism. inhibition, % at 9.3 µM. 0.21% of 340,000 active. Mu-type opioid receptor (Homo sapiens) + Delta-type opioid receptor (Homo sapiens), …; in the data active means inhibition above about 22%, passing the limit was not always enough;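 further: 0% = cells with DMSO and 100% = wells without cells with DMSO; values of inactives mirror those of a sister screen read the other way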
HTR5A ag: HTR5A agonists in luminescence cell assay, primary screen, counter-screen for OPRM1-OPRD1 heterodimer agonist project, full-deck HTS; 5-hydroxytryptamine receptor 5A (Homo sapiens), P47898; cell-based; activation, % at 9.3 µM; 0.61% of 340,000 active; AID 504692, 2011; in the data active means activation mostly above about 9.5%, no sharp cut-off; inactive means mostly below about 7.6%;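 further: 0% = cells with vehicle only and 100% = reference agonist; strong numbers were not always called active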
CAL-PDZ inh HTS: untagged CAL PDZ binding inhibitors, primary screen, biochemical, fluorescence polarization, HTS | Golgi-associated PDZ and coiled-coil motif-containing protein (Homo sapiens), Q9HD26 | purified CAL PDZ, TMR-peptide fluorescence polarization, 1 h | inhibition, % at 24.9 µM | 0.92% of 300,000 active | AID 602252, 2012;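 active means mean inhibition of at least 30% with at least half of replicates also reaching 30%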;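 further: 0% = DMSO neutral control and 100% = excess unlabeled competitor peptide PRC23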
RTF Ca sens act: cardiac RTF calcium sensitivity activators, primary screen, biochemical, IANBD-TnC fluorescence, EC20 calcium | Troponin I, cardiac muscle (Homo sapiens) + Troponin T, cardiac muscle (Homo sapiens) + … | IANBD-labeled TnC RTF fluorescence at EC20 calcium; 0% EC20 calcium, 100% full calcium | activation, % at 7.2 µM | 0.24% of 340,000 active;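 active means activation above the mean over all tested compounds plus 3 SD, cut at about 30% in these data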;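 further: rise in fluorescence read as greater calcium sensitivity of cardiac thin filaments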
Keap1 Nrf2 FP: Keap1-Nrf2 protein-protein interaction inhibitors, primary screen, biochemical, fluorescence polarization, single point | Keap1 Kelch-Nrf2 peptide fluorescence polarization, 1536-well | inhibition, % at 9.4 µM | 0.15% of 340,000 active | AID 504523, 2011; in the data active means inhibition above about 12%;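 further: human Keap1 Kelch domain with fluorescein labeled Nrf2 9mer peptide probe; 0% = neutral control wells and 100% = peptide positive control; higher means more block of Keap1 binding to Nrf2 peptide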
Target sequence (Q14145 whole entry, looked up, the tested form may be a part): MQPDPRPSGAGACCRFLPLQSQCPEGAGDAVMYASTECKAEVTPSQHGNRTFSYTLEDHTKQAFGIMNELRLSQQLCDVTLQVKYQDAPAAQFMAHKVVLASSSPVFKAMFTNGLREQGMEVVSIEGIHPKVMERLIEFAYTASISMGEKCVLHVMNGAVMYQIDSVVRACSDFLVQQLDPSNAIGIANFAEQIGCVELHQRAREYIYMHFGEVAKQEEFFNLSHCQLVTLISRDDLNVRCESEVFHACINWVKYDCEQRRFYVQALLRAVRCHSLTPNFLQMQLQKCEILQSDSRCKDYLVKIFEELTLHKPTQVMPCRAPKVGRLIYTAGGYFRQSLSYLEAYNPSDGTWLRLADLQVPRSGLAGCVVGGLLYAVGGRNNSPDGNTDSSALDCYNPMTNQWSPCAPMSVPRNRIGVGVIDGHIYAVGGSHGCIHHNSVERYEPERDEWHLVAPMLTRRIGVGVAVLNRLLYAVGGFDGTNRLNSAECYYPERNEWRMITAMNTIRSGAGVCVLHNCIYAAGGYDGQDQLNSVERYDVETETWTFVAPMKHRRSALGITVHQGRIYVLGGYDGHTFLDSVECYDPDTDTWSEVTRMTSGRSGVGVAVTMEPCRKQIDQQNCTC
OPRM1-OPRD1 ag: agonists of OPRM1-OPRD1 heterodimerization, primary screen, cell-based, luminescence. AID 504326, 2011. cells. Mu-type opioid receptor (Homo sapiens) + Delta-type opioid receptor (Homo sapiens), …. 0.3% of 340,000 active. activation, % at 9.3 µM; in the data active means activation above about 18%;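 further: 0% = vehicle-treated cells and 100% = reference agonist; values of inactives mirror those of a sister screen read the other way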
C-LANA FP: inhibitors of KSHV C-LANA binding to DNA, primary screen, biochemical, fluorescence polarization, FAM-LBS DNA, MBP-C-LANA, single point | Kaposi's sarcoma herpesvirus LANA C-terminal domain (residues 932-1162) DNA binding | inhibition, % at 9 µM | 0.078% of 340,000 active | AID 504423, 2011;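 active means highest replicate inhibition at or above 60% at 9 µM, even if other replicates fall short; inactive means all replicates below 60% inhibition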;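 further: 0% = neutral control wells and 100% = 4 µM acridine orange control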
Active calls of the source: *; x = no result given. Only part of the results is shown (hit frequency here may not be typical).

Preview:
SMILES	Cardiac RTF inh	V-ATPase pHluor	HTR5A inv ag	MOR-DOR inv ag	HTR5A ag	CAL-PDZ inh HTS	RTF Ca sens act	Keap1 Nrf2 FP	OPRM1-OPRD1 ag	C-LANA FP
COc1cc2c(cc1OC)-c1c3c(cc4c1[C@@H](C2)N(C)CC4)OCO3	-8	-3	1	-14	3	0	-13	2	3.1	-23
O[C@H]1[C@H](O)[C@@H](O)CN2CC[C@H](O)[C@H]12	-1	-1	9	-3	-3	0	-3	-2	0.6	-0.4

All compounds of this part, previewed entries included:
SMILES	Cardiac RTF inh	V-ATPase pHluor	HTR5A inv ag	MOR-DOR inv ag	HTR5A ag	CAL-PDZ inh HTS	RTF Ca sens act	Keap1 Nrf2 FP	OPRM1-OPRD1 ag	C-LANA FP
COc1cc2c(cc1OC)-c1c3c(cc4c1[C@@H](C2)N(C)CC4)OCO3	-8	-3	1	-14	3	0	-13	2	3.1	-23
O[C@H]1[C@H](O)[C@@H](O)CN2CC[C@H](O)[C@H]12	-1	-1	9	-3	-3	0	-3	-2	0.6	-0.4
Cc1ncc2n1-c1ccc(Cl)cc1C(c1ccccc1F)=NC2	-4	-5	4	5	-2	-1	-2	2	-1.4	0.4
O=C(CCN1CCOCC1)NCC(=O)Nc1ccc(Br)cc1C(=O)c1ccccc1	-1	3	-38	3	3	36*	-1	-6	-0.6	1.2
CCCOC(=O)COc1cc(C)cc2oc(=O)c3c(c12)CCC3	-16	-1	-19	-1	3	-9	9	-6	0.2	-0.7
Cc1ccccc1-n1c(C)nc2ccsc2c1=O	-1	-4	0	13	-2	-5	2	1	-2.5	-0.2
CCOC(=O)c1[nH]ncc1CN1CCCC(C(=O)c2cccc(Cl)c2)C1 (stereo not given)	2	0	20	-2	7	-1	0	-1	0.4	-1.0
Cc1c(C)c2cc(Cl)c(OCC(=O)N3C[C@H]4C[C@@H](C3)c3cccc(=O)n3C4)cc2oc1=O	-5	1	-5	6	3	-2	-4	-2	-1.1	-6.9
O=C1NC(=S)N(c2ccccc2)C(=O)/C1=C/c1ccco1	-3	7.6*	1	18	0	-8	-6	0	-3.6	88*
Nc1ccccc1C(=O)OCc1ccc([N+](=O)[O-])cc1	-12	-2	13	1	1	-3	-4	0	-0.3	-0.5
Cc1cccc(CN2CCCC(C(=O)c3ccc(C(F)(F)F)cc3)C2)n1 (stereo not given)	-24	2	5	4	-4	-2	-5	-1	-0.5	0.2
Nc1ccc([As](=O)(O)O)cc1	9	0	-21	14	2	12	0	1	-2.5	0.6
COC(=O)C1=C(c2ccc(F)cc2OCc2ccccc2)C[C@@H]2CC[C@H]1N2C(=O)NCCNC(C)=O	-1	2	0	5	9	-2	-4	2	-0.8	-0.7
O=C(COc1ccccc1)N1CCN(CC2CC3C=CC2C3)CC1 (stereo not given)	-27	-1	10	-9	8	-1	2	-3	1.5	0.4
COC[C@H]1OC(=O)c2coc3c2[C@@]1(C)C1=C(C3=O)[C@@H]2CCC(=O)[C@@]2(C)C[C@H]1OC(C)=O	-10	1	-5	-19	1	-1	-2	-6	4.2	6.8
C[C@]12CCC3C(CC[C@H]4C[C@@H](O)CC[C@]34C)C1C[C@@H](N)[C@@H]2O (stereo not given in full)	-1	-1	-17	7	4	1	-11	-6	-1.5	-4.5
Cc1ccc(C2CN(C)CC2C(=O)c2ccc(F)cc2)cc1 (stereo not given)	-4	0	0	9	0	5	-4	-5	-2.0	-1.6
O=C(O)C1C2c3ccccc3C(O)C1(C(=O)O)c1ccccc12 (stereo not given)	11	-2	17	11	-5	x	-5	-2	-2.1	0.2
CC/C(=N\NC(=O)c1ccccc1)c1c(O)n(C2CCCCC2)c(=O)[nH]c1=O	0	1	-13	12	0	0	-1	-2	-2.3	0.0
CC(C(=O)c1c[nH]c2ccccc12)N1CCc2ccccc2C1 (stereo not given)	-1	0	9	13	2	-2	4	-4	-2.2	0.2
O=C1NC(=S)N(c2ccc(Br)cc2)C(=O)/C1=C/N1CCN(C(=O)c2ccco2)CC1	-10	-2	-20	19	2	-12	6	-96	-3.6	-1.1
Cn1cc(C(=O)N2CCOCC2)c2ccccc21	4	3	-7	3	2	4	-6	-1	-0.5	13
CN1CCN(Cc2cc3c(cc2[N+](=O)[O-])OCO3)CC1	-10	-3	-7	1	2	0	-4	3	-0.1	0.0
CN(C)c1ccc(P(=S)(N(C)C)N(C)C)cc1	2	0	-11	8	0	x	-5	1	-1.6	0.1
CN1CCN(c2ccc(/C=C3\C(=O)NC(=S)N(c4cccc(Br)c4)C3=O)o2)CC1	-80	-1	10	15	-4	-2	97*	-109	-2.6	-35
O=C(CNC(=O)OCc1ccccc1)Nc1ccc(Br)cc1C(=O)c1ccccc1Cl	3	-2	-4	-18	3	-2	1	1	3.8	2.3
CN(c1ccccc1)P(=O)(N1CC1)N1CC1	1	-3	9	4	-2	2	-3	-3	-0.8	-1.4
CCC(=O)N1N=C2C3CCN(CC3)C2C1c1ccccc1 (stereo not given)	5	0	-7	2	5	-2	-1	-3	-0.4	-0.4
C[Se]C[C@@H](N)C(=O)O	2	-3	-16	5	-1	0	2	-3	-0.9	4.7
CO[C@@H]1C=CC23c4cc5c(cc4CO[C@]2(O)CN(C)[C@H]3C1)OCO5 (stereo not given in full)	-4	12	-22	-7	9	15	-15	-1	1.3	1.6
Cc1ccc(N2C(=O)NC(=O)/C(=C/c3cnn(-c4ccc(C)cc4)c3)C2=O)cc1	2	6	18	13	-7	-2	0	-4	-2.2	2.9
COC(=O)C1=C(c2ccc(F)cc2OCc2ccccc2)C[C@@H]2CC[C@H]1N2C(=O)NCc1cccc(C(F)(F)F)c1	-10	0	-15	8	-5	1	7	-4	-1.6	3.7
O=c1[nH]c(O)c(Cc2ccc3c(c2)OCO3)c(=O)[nH]1	-3	0	-15	10	1	-1	2	0	-1.9	5.1
Cc1ccc2c(c1)CC1(CN2C)C(=O)NC(=O)N(c2ccc(C)c(C)c2)C1=O (stereo not given)	0	1	16	20	-1	0	-4	0	-4.9	0.5
O=C(COc1ccccc1)NCCc1cnc[nH]1	-11	2	-6	9	2	-10	-6	1	-1.9	-1.7
c1cncc(CNC2=NCCC2)c1	-5	2	-5	4	0	-1	11	-3	-0.7	0.8
OC(c1ccc(F)cc1)(c1ccc(F)cc1)[C@@H]1CCCN1	9	-1	2	16	-1	-2	2	-1	-2.9	-0.4
COc1cccc(-n2nc(C(=O)N3CCC4(CC3)OCCO4)c3ccccc3c2=O)c1	-3	1	-45	2	0	-2	-3	-8	-0.3	0.5
Cc1cccc(N/N=C/c2c(O)[nH]c(=S)[nH]c2=O)c1	-1	-3	3	9	-4	-2	2	-1	-1.6	3.1
O=C1NC(=O)N(Cc2ccc(F)cc2)C(=O)/C1=C\c1ccc(N2CCCC2)cc1	-12	-1	-34	6	3	-7	4	-6	-1.1	-0.3
COc1cc2c(cc1O)[C@@H]1Cc3ccc(OC)c(O)c3CN1CC2	0	-1	-29	-43	7	-5	0	-3	7.8	2.8
CCCCCCCCC(=O)NCc1ccc(O)c(OC)c1	19*	0	-11	7	1	-5	3	-1	-1.3	0.7
COc1cccc(CC(=O)N(C)C2CCCN(Cc3ccccc3F)C2)c1 (stereo not given)	2	8	21	1	3	x	2	2	-0.3	1.4
COC(=O)C1=C(c2ccc(F)cc2OCc2ccccc2)C[C@@H]2CC[C@H]1N2C(=O)NCC1CC1	-3	-3	-1	10	8	-1	1	0	-1.8	-1.3
O=C(Nc1ccccc1)N1CC2CC(C1)c1cccc(=O)n1C2 (stereo not given)	-12	12	2	7	-1	-1	-3	-7	-1.3	1.5
C=C1C2C[C@@]3([C@@H]1O)[C@@H](C[C@@H]2O)[C@@]12C4[C@@H]3C[C@@H]1[C@@](C)(CC[C@@H]2O)CN4CC	11	2	-12	9	3	0	-2	-3	-1.6	0.3
O=C1C2CCCN2C(c2ccc(Cl)c(Cl)c2)N1c1ccccn1 (stereo not given)	-14	2	-8	0	3	-2	-2	-5	0.0	-0.1
O=C(Nc1cccc(Cl)c1)OCC#CCN1CCCC1	5	-2	-12	10	3	-6	-2	-6	-2.4	-0.7
O=c1c(/C=N/N2CCOCC2)c(O)n(-c2ccccc2)c(=S)n1-c1ccccc1	-12	1	10	13	-1	-2	0	0	-2.5	1.0
COC(=O)C1=C(c2ccc(C(C)=O)cc2)C[C@@H]2CC[C@H]1N2C(=O)NC1CC1	3	-2	-11	15	1	0	-3	-2	-2.6	1.7

Next structures.
SMILES	Cardiac RTF inh	V-ATPase pHluor	HTR5A inv ag	MOR-DOR inv ag	HTR5A ag	CAL-PDZ inh HTS	RTF Ca sens act	Keap1 Nrf2 FP	OPRM1-OPRD1 ag	C-LANA FP
Cc1ccccc1NC(=O)Cc1nc(COC(=O)Cc2ccccc2)cs1	2	6	-6	14	2	x	0	-6	-2.7	1.1
O=C1NC(=O)N(Cc2cccs2)C(=O)/C1=C/c1ccc(N2CCOCC2)cc1	-4	1	-2	3	5	-6	5	2	-0.6	1.0
CCCCN1C(=O)/C(=C\c2ccco2)C(=O)N(CCc2ccccc2)C1=O	-16	3	-13	-2	-1	-2	-4	-9	0.4	-0.5
O=C(Nc1ccccc1OC(=O)N1CCCCC1)N1CCCCC1	-1	-1	1	0	0	2	5	-3	-0.1	1.5
C=CCN1CCc2cccc3c2[C@H]1Cc1ccc(O)c(O)c1-3	-2	3	8	-68	-2	-6	3	-1	14	1.5
CCOc1ccc(-c2cc(C(=O)N3CCC4(CC3)OCCO4)c3ccccc3n2)cc1	-11	1	3	6	-1	5	2	-1	-1.2	-12
C[C@]12CC[C@H](O)C[C@H]1CC[C@@H]1[C@@H]2CC[C@]2(C)C(=O)CC[C@@H]12	-5	-1	8	11	1	-2	5	-4	-2.2	2.0
COC(=O)C(NC(=S)N1CC2C[C@@H](C1)Cn1c2cccc1=O)C(C)C (stereo not given in full)	-3	-5	-12	7	3	2	-3	7	-1.2	x
Cc1cc(C(=O)OCC(=O)Nc2ccc(F)cc2F)c(C)n1C1CC1	-14	-2	-1	3	2	0	0	0	-0.7	-2.0
Cc1nc2ccccc2c(=O)n1-c1cc(F)ccc1F	28*	3	4	6	-2	-2	0	1	-1.3	-1.0
O=C(c1ccc(Cl)cc1)C1CCCN(Cc2cccc3ncccc23)C1 (stereo not given)	3	-3	6	-30	1	3	-1	1	5.9	0.2
COC(=O)C1=C(C(=O)OC)C2OC1c1cc3ccccc3cc12	-13	-3	-9	26	2	6	-2	-218	-6.0	-2.3
CC(N)Cc1c[nH]c2ccc(OCc3cccs3)cc12 (stereo not given)	-10	-1	-2	-5	4	-2	0	0	0.8	-5.3

Screening results (PubChem)
